CBFb RUNX1 block: CBF-beta/RUNX1 interaction disruption; Q01196+Q13951; AlphaScreen CBFb-His/RUNX1-biotin binding, biochemical; Potency, µM (titrated, usually from 59.8 µM), inactives show top-dose activity, negative = inhibition, actives largely listed as inhibitors; 230,000 tested, under 10 active; AID 1477; note: % of control where 0% means no effect
Target sequence (Q01196 whole entry, looked up): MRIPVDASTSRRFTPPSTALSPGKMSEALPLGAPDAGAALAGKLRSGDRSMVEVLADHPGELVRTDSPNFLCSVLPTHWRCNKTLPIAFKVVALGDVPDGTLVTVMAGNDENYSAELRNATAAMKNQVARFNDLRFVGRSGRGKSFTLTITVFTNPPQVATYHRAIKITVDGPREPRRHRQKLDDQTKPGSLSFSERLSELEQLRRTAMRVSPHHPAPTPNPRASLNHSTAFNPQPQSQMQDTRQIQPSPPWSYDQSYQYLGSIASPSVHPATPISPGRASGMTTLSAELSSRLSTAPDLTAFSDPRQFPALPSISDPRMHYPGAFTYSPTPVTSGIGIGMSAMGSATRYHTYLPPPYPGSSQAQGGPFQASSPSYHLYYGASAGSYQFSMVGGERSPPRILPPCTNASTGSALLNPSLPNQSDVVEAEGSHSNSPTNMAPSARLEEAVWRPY
Target sequence (Q13951 whole entry, looked up): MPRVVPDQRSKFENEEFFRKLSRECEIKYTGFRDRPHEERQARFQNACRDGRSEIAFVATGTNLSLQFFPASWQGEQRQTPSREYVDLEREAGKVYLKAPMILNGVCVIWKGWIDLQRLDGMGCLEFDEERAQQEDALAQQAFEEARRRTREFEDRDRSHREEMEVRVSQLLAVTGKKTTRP
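AlphaScreen proximity signal reports loss of binding between His-tagged CBF-beta and biotin-labelled RUNX1, each at 30 nM. Proteins are pre-associated for 20 minutes, compounds added for 15 minutes, then beads for 90 minutes, all at ambient temperature.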
Epigenetic reg: derepresses silenced GFP reporter in murine cells | murine LDR cells, GFP reporter derepression, 30 h | Potency, µM (doses to about 53.9 µM), inactives show top-dose GFP activation, actives largely listed as activators | 0.2% of 280,000 active | AID 1865; note: potency is the fitted concentration of half-maximal effect; % of control where 0% means no effect; nearly all actives have a fitted effect of over 60% in size
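Readout is the number of GFP-expressing murine LDR cells, counted by cytometry following washing. Cells were treated with compound for 30 h at 37 C; the stably integrated CMV-GFP locus is normally silent.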
IMPase Li inh: IMPase inhibition in cells with lithium potentiation; 0.35% of 210,000 active; Potency, µM (series often up to 59.4 µM), without a hit: at the highest dose activity, negative = IMPase inhibition, usual class: inhibitors; CHO-M1 cells, IP1 TR-FRET (IP-One), carbachol + lithium;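 note: IP1 builds up when IMPase is blocked and the TR-FRET signal falls; potency is the fitted concentration of half-maximal effect; plate controls were basal vehicle for no effect and high inhibitor control for full effect; nearly all actives have a fitted effect of over 50% in size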
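CHO cells stably expressing M1 receptor (2000/well) were cultured 16–30 h, then exposed to compounds with a small lithium addition for 30 min at 37C. IP1 was measured by TR-FRET competition; AC50 from Hill fits.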
Lamin A splicing: modulators of lamin A splicing; 0.01% of 200,000 active; HeLa LMNA splicing GFP/RFP minigene ratio, 48 h; Potency, µM (top dose mostly 46.1 µM), for the others: at the highest dose ratio change, negative = inhibition, most hits filed as inhibitors; AID 1487; active = well fitted inhibition curve with a large enough effect in the signal ratio, with a control signal flat, not every such curve was filed as active; inconclusive = small, poorly fitted or top-dose-only effect, or effect the other way, or a change in a side signal; the % refers to the signal ratio; note: potency is the fitted concentration of half-maximal effect; % is set by controls: 0 for no effect and ±100 for the full control effect
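S3 HeLa cells stably expressing lamin A-EGFP splicing minigene plus DsRed2, 600 cells/well, 48 h compound exposure at 37C. Laser-scanning cytometry; analysed as GFP (500-530 nm)/RFP (575-640 nm) total intensity ratio; 0.5% DMSO vehicle.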
HTT aggregate: inhibitors of mutant huntingtin aggregate formation in PC12 cells | 1.1% of 220,000 active | AID 1688 | PC12 HttQ103-GFP aggregates, Acumen cytometry, 40 h | Potency, µM (series often up to 46.1 µM), without a hit: at the top dose activity change, negative = inhibition, hits mostly inhibitors; note: potency is the fitted concentration of half-maximal effect; % is set by controls: 0 for no effect and ±100 for the full control effect; nearly all actives have a fitted effect of over 60% in size
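Steps: seed 1500 PC12 HTTQ103-GFP cells/well; add tebufenozide, 100 nM final; add compound titration; add ATPLite reagent; quantify GFP aggregates by laser scanning cytometry.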
Luc counter: counter-screen: inhibitors of Kinase-Glo firefly luciferase; Q27757; Kinase-Glo luciferase, ATP luminescence, 8 min; Potency, µM (top dose mostly 38.3 µM), inactives show top-dose activity change, negative = inhibition, actives largely listed as inhibitors; 0.28% of 200,000 active; note: potency is the fitted concentration of half-maximal effect; % is set by controls: 0 for no effect and ±100 for the full control effect; nearly all actives have a fitted effect of over 60% in size
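Kinase-Glo luciferase light output from ATP and luciferin was measured with 10 uM ATP, within the enzyme's linear range. Buffer: 50 mM imidazole pH 7.2, 50 mM KCl, 7 mM MgCl2, 0.01% Tween 20, 0.05% BSA; luminescence read after 8 min at ambient temperature.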
NPSR antagonist: neuropeptide S receptor (human) antagonism, cAMP. Q6W5P4. CHO-NPSR cells, cAMP TR-FRET, antagonist mode. Potency, µM (titrated, usually from 38.3 µM), without a hit: top-dose activity change, negative = inhibition, most hits filed as inhibitors. 1% of 220,000 active. AID 1461; note: potency is the fitted concentration of half-maximal effect; % is set by controls: 0 for no effect and ±100 for the full control effect; nearly all actives have a fitted effect of over 50% in size; many of its hits are not listed in these tables
Target sequence (Q6W5P4 whole entry, looked up): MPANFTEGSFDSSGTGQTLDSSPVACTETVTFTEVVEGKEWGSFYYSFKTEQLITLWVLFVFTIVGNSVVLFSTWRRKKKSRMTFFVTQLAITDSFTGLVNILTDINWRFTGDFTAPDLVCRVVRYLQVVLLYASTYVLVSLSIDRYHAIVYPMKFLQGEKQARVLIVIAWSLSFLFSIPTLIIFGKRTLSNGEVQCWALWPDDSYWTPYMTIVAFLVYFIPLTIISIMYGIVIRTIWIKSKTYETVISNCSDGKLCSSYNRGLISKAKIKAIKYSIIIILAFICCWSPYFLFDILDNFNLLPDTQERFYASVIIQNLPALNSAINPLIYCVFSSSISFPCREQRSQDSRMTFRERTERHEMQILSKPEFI
Numbers without * were called inactive; ? = inconclusive; / = no result given; [ ] = remark or other dose. Unless noted, calls come from the whole dose curve; as a rule, active = well fitted curve in the direction sought with a large enough effect; inconclusive = small, poorly fitted or top-dose-only effect, or another doubt; inactive = no such curve, though single readings can be large; an effect the other way counts as inactive or inconclusive. A portion of the library; the hit share may differ from the screen's.

Preview (2 entries):
Under each structure – CBFb RUNX1 block | Epigenetic reg | IMPase Li inh | Lamin A splicing | HTT aggregate | Luc counter | NPSR antagonist
> CN(C)S(=O)(=O)c1cccc(COC(=O)C2=COCCO2)c1
 : 23% | -1.4% | 8%[38.3 µM] | 3% | -8% | 5% | 12%[46.1 µM]
> O=[N+]([O-])c1cccnc1N1CCC(c2cc(-c3cccc(C(F)(F)F)c3)n[nH]2)CC1
 : -27% | 4.3% | 40%[activator][38.3 µM] | ? | ? | -2% | ?

The list itself (from the top)
Under each structure – CBFb RUNX1 block | Epigenetic reg | IMPase Li inh | Lamin A splicing | HTT aggregate | Luc counter | NPSR antagonist
> CN(C)S(=O)(=O)c1cccc(COC(=O)C2=COCCO2)c1
 : 23% | -1.4% | 8%[38.3 µM] | 3% | -8% | 5% | 12%[46.1 µM]
> O=[N+]([O-])c1cccnc1N1CCC(c2cc(-c3cccc(C(F)(F)F)c3)n[nH]2)CC1
 : -27% | 4.3% | 40%[activator][38.3 µM] | ? | ? | -2% | ?
> CSc1nc(Cl)cc(Nc2ccc(O)cc2)n1
 : -2% | 1.1% | -6% | -20%[46 µM] | -21% | 1% | 15%
> O=C(c1ccc(C(F)(F)F)cc1)N1CCC(=O)N(C(COCc2ccc(Cl)cc2)Cc2ccccc2)CC1 (configuration not stated)
 : 6% | 0.2% | 10% | ? | -21% | -3% | -58%
> CN1CCc2c(sc(/N=C/c3cc(Cl)ccc3O)c2C#N)C1
 : -12% | 0.1% | / | / | -5%[9.22 µM] | / | 0%
> Cc1cc(C)c2oc(C(=O)Nc3ccc(S(=O)(=O)N4CCCC(C)C4)cc3)cc(=O)c2c1 (configuration not stated)
 : -2% | -1.9% | -9% | ? | 12% | -1% | -6%
> O=C(NC(=S)N1CCN(c2ccc([N+](=O)[O-])cc2)CC1)c1ccco1
 : -4% | 1.3% | 13% | ? | 8%[9.22 µM] | 0% | -31%
> Cc1[nH]nc2c1C1(CCOC1C)C(C#N)=C(N)O2 (configuration not stated)
 : 1% | -0.9% | -23%[38.3 µM] | -6% | 12% | 6% | -1%[46.1 µM]
> C=CCSc1nnc2nc3[nH]c4c(C)cccc4c3nn12
 : 3% | -1.8% | 1%[38.3 µM] | 7% | 10% | -1% | -6%[46.1 µM]
> O=C(CSC1CC(=O)N(c2ccc(C(=O)O)cc2)C1=O)Nc1ccc(Cl)cc1 (configuration not stated)
 : 2% | 2.1% | 3% | ? | / | -1% | 6%
> CCOC(=O)N1CCN(CC(O)COCc2ccc(OC)c(OC)c2)CC1 (configuration not stated)
 : -1% | 0.0% | -5% | ? | 32% | 5% | 22%
> CCOC(=O)c1c(N2C(=O)Nc3ccccc3N2O)n[nH]c1-c1cccc(OC)c1
 : ? | 1.2% | 2% | / | -15% | 3% | 27%
> COc1ccccc1N(CC(=O)NC(C)C)S(=O)(=O)c1cccs1
 : 6% | 0.0% | -2% | 2% | -26% | 3% | 2%[46.1 µM]
> CCOc1cc2[nH]c(=O)n(CCC(=O)NCCc3ccccc3)c(=O)c2cc1OCC
 : -3% | -0.9% | -17%[38.3 µM] | 8% | 19% | -1% | -5%[46.1 µM]
> Fc1cc(F)cc(NC(=S)NN2CCOCC2)c1
 : -3% | -0.9%[10.1 µM] | 3% | ? | -2%[9.22 µM] | -4% | 3%
> CCOc1cccc(C(=O)Nc2cnn(Cc3ccccc3)c2)c1
 : -2% | 4.2% | -11%[38.3 µM] | -3% | 15% | -6% | -17%[46.1 µM]
> COc1ccc(Cc2nnc(SCC(=O)NC3CCCCC3)n2C)cc1
 : 4% | -1.1% | 23%[38.3 µM] | 4% | ? | 4% | -14%[46.1 µM]
> O=C(Cn1cnc2c(cnn2-c2ccc(F)cc2)c1=O)NCc1ccco1
 : 1% | 0.0% | -13%[38.3 µM] | ? | -6% | -3% | ?
> CCCCS(=O)(=O)C(=C1Nc2ccccc2N1)S(=O)(=O)CCCC
 : 7% | 0.0% | 2%[38.3 µM] | 14% | -11% | 0% | -9%[46.1 µM]
> CCN(CC)C(=O)c1[nH]cnc1C(=O)Nc1ccc(OC)cc1
 : 7% | 2.2% | / | / | -21%[9.22 µM] | / | 10%

3 entries from above, sorted by molecular weight, highest first.
Under each structure – CBFb RUNX1 block | Epigenetic reg | IMPase Li inh | Lamin A splicing | HTT aggregate | Luc counter | NPSR antagonist
> O=C(NC(=S)N1CCN(c2ccc([N+](=O)[O-])cc2)CC1)c1ccco1
 : -4% | 1.3% | 13% | ? | 8%[9.22 µM] | 0% | -31%
> CCOc1cccc(C(=O)Nc2cnn(Cc3ccccc3)c2)c1
 : -2% | 4.2% | -11%[38.3 µM] | -3% | 15% | -6% | -17%[46.1 µM]
> Cc1[nH]nc2c1C1(CCOC1C)C(C#N)=C(N)O2 (configuration not stated)
 : 1% | -0.9% | -23%[38.3 µM] | -6% | 12% | 6% | -1%[46.1 µM]

Going on with the list.
Under each structure – CBFb RUNX1 block | Epigenetic reg | IMPase Li inh | Lamin A splicing | HTT aggregate | Luc counter | NPSR antagonist
> CC1(C)CC(=O)C(N=Nc2cccc(S(=O)(=O)N3CCOCC3)c2)=C(O)C1
 : 2% | 3.9% | / | / | 4%[9.22 µM] | / | 19%
> Cc1cnc(C(=O)OCC(=O)c2csc(N3CCCCC3)n2)cn1
 : -4% | -1.0% | -7%[38.3 µM] | ? | 31% | -3% | -8%[46.1 µM]
> Cc1sc2ncnc(NCC(c3ccco3)N(C)C)c2c1C (configuration not stated)
 : 3% | 0.0% | 20%[38.3 µM] | ? | ? | -4% | ?
> O=C(OCc1csc(-c2ccccc2)n1)c1cccs1
 : 20% | -1.9% | -18%[38.3 µM] | -1% | 0% | ? | -15%[46.1 µM]
> COc1cc(-c2n[nH]c(=S)n2-c2cccc(C(F)(F)F)c2)cc(OC)c1OC
 : -5% | 4.5% | -23% | ? | -3% | -2% | -15%
> CCC1(C)Cc2c(C#N)c(N)n(-c3ccccc3)c(=O)c2CO1 (configuration not stated)
 : 2% | 0.0% | 23%[38.3 µM] | 0% | -20% | 0% | 23%[46.1 µM]
> COc1ccc(N(CC(=O)NC2CCCC2)C(=O)Cn2nnc(-c3ccc(F)cc3)n2)cc1OC
 : -1% | -0.9% | -3%[38.3 µM] | -2% | 15% | 2% | -2%[46.1 µM]
> Cc1c(C)[n+](=O)c2c(n1[O-])C(Br)CCC2Br (configuration not stated)
 : 7% | -2.7% | / | / | 13%[9.22 µM] | / | 19%
> O=C(NC1CCCCC1)c1cccc(COCC(F)(F)F)c1
 : 4% | 0.1% | -1% | ? | -14% | -1% | -20%[46.1 µM]
> O=c1cc(N=Nc2ccc(Cl)cc2)[nH]c(=O)[nH]1
 : 1% | 11% | / | / | 11%[9.22 µM] | / | ?
> O=C1CCCC2=C1C1(O)C(=O)c3ccccc3C1(O)O2 (configuration not stated)
 : 1% | -0.1% | 11%[38.3 µM] | 23% | -10% | 2% | -1%[46.1 µM]
> COc1ccc(-c2nc(CN3CCC(c4ccccc4)CC3)c(C)o2)cc1OC
 : 0% | 2.1% | 7% | -10%[46 µM] | 5%[9.22 µM] | 3% | 4%
> CCOC(=O)c1c(C)c(/C=N/Nc2ccccc2)n(C)c1C
 : 2% | 1.3% | 5% | / | -14% | 0% | -27%
> O=c1nc(N2CCCCCC2)nc(N2CCCCCC2)[nH]1
 : 1% | -0.2% | -6%[38.3 µM] | 13% | 13% | -2% | -3%[46.1 µM]
> CCOC(=O)c1c(C)c(C(=O)NCCc2ccc(S(N)(=O)=O)cc2)c(C)n1CC
 : -5% | -0.7% | / | 3% | 14% | / | -14%[46.1 µM]
> COc1cccc(C(NC(=O)c2ccccc2F)NC(=O)c2ccccc2F)c1
 : 2% | -1.0% | / | ? | 4% | / | -13%[46.1 µM]
> COc1ccc(NC(=O)CCCn2c(=O)c3sccc3n(Cc3ccccc3C)c2=O)cc1
 : 6% | 1.0% | 12% | -8% | -8% | -3% | -9%
> CS(=O)(=O)Oc1ccc2c(c1)O/C(=C\c1cccnc1)C2=O
 : -4% | 5.4% | / | / | -4%[9.22 µM] | / | 2%
> Cc1ccc(C)n1-c1ccc(C(=O)/C=C/N(C)C)cc1
 : 8% | 1.1% | 9% | ? | -9% | -1% | -18%
> O=C1C=C(Nc2ccccc2)C(=O)c2ccccc21
 : ? | 0.8% | / | ? | 11µM* | -28% | 57%

Remaining list, next part
SMILES,CBFb RUNX1 block,Epigenetic reg,IMPase Li inh,Lamin A splicing,HTT aggregate,Luc counter,NPSR antagonist
O=C(CSc1nc2c(sc3ccccc32)c(=O)n1CCc1ccccc1)NCc1ccco1,2%,9.3%,-8%[38.3 µM],9%,17%[9.22 µM],2%,-3%[46.1 µM]
COCCN1CN(S(=O)(=O)c2ccc(Cl)cc2)c2nc3ccccc3nc21,-2%,-1.0%,1%[38.3 µM],12%,0%,0%,-16%[46.1 µM]
CC(=O)N/C(=C/c1ccccc1)C(=O)N1CCCCC1,9%,0.0%,/,-14%,-5%,/,1%[46.1 µM]
N#CC1=C(N)N(c2ccccc2)C(c2cccc([N+](=O)[O-])c2)C1(C#N)C#N (configuration not stated),-8%,1.1%,7%[38.3 µM],?,?,1%,-24%[46.1 µM]
COc1ccc(CCNC(=O)c2ccco2)cc1,3%,3.6%,-16%[38.3 µM],7%,-1%,8%,-17%[46.1 µM]
CC(=O)c1ccc(NC(=O)COC(=O)CCc2ccc(S(=O)(=O)N3CCOCC3)cc2)cc1,3%,0.0%,/,/,2%[9.22 µM],/,3%[7.67 µM]
O=C(O)c1ccc(-c2nc(-c3ccc(Cl)cc3)cs2)cc1,7%,-0.7%,0%,?,0%,1%,-49%
COc1ccc(OC)c(S(=O)(=O)Nc2cccnc2)c1,5%,-4.1%,16%[38.3 µM],-8%,-3%,2%,2%[46.1 µM]
C=CCNC(=O)C12CC3CC(C1)CC(C(=O)NCC=C)(C3)C2,2%,-0.8%,1%,-5%,1%,-3%,4%[46.1 µM]
Cc1ccc(C(O)c2cccnc2)o1 (configuration not stated),3%,-0.7%,-3%[38.3 µM],-4%,-5%,1%,-1%[46.1 µM]
CCOc1ccc(C(=O)NC(=S)Nc2ccc(N3CCOCC3)c(Cl)c2)cc1[N+](=O)[O-],-5%,0.0%,4%,?,13%,-2%,-8%
